# Bioassay records deposited in PubChem BioAssay by Sanford-Burnham Center for Chemical Genomics.
# tim23-1 inh – growth inhibitors of tim23-1 mutant yeast, primary screen, luminescence, uHTS. S. cerevisiae tim23-1 growth, BacTiter-Glo luminescence, 24 h. inhibition, % at 20 µM. hit rate 1.3% among 330,000. AID 463212, 2010;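 active = growth inhibition of the mutant yeast at or above 50%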;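 note: temperature-sensitive mutant grown at 25 °C; plate controls were DMSO-treated mutant yeast for no effect and medium wells lacking yeast for full effect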
# CCR6 antag – CCR6 receptor antagonists, primary screen, cell-based, CHO-K1, luminescence, beta-arrestin, uHTS | CHO-K1 CCR6 PathHunter beta-arrestin, CCL20-stimulated | inhibition, % at 20 µM | hit rate 0.49% among 340,000 | AID 493098, 2011;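 active = compounds whose inhibition of the agonist-driven luminescence signal at 20 µM reaches about 50%, limit read from the data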;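 note: cells stimulated with CCL20 at 14 nM final; plate controls were DMSO with CCL20 for no effect and DMSO without agonist for full effect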
# Target sequence (P51684 whole entry, looked up): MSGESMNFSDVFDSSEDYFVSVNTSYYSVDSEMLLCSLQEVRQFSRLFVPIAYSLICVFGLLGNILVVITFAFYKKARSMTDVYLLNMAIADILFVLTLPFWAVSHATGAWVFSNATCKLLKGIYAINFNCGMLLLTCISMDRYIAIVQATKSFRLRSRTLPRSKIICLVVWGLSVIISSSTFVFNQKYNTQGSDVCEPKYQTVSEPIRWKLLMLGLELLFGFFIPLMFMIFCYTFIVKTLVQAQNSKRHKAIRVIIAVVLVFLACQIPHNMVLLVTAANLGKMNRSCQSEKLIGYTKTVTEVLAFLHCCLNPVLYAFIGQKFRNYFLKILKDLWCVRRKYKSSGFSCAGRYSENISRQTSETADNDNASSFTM
# APJ antagonist – antagonists of human apelin receptor APJ, primary screen, CHO-K1 cells, beta-arrestin complementation, luminescence | P35414 | inhibition, % at 20 µM | hit rate 0.32% among 330,000 | AID 2521, 2010;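 active = inhibition above about 40% at 20 µM, limit read from the data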;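 note: cells challenged with 10 nM apelin-13 agonist together with compound; plate controls were apelin-13 plus DMSO wells for no effect and DMSO wells lacking apelin-13 for full effect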
# Target sequence (P35414 whole entry, looked up): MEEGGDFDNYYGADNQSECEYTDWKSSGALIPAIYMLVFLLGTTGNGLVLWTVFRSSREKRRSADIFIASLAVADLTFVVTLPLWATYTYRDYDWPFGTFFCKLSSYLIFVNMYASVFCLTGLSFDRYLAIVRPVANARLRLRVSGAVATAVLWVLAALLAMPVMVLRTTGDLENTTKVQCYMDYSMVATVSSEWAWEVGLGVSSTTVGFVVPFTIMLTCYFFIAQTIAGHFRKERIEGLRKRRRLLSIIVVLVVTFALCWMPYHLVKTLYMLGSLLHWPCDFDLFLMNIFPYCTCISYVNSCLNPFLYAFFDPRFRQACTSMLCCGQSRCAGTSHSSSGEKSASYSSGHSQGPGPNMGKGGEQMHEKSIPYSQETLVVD
# APJ agonist – agonists of human apelin receptor APJ, primary screen, CHO-K1 cells, PathHunter beta-arrestin, luminescence. P35414. 0% DMSO wells, 100% apelin. activation, % at 20 µM. hit rate 0.11% among 330,000. AID 2520, 2010;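 active = activation more than six SD over the plate average, tested at 20 µM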;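 note: 0% = DMSO alone and 100% = apelin-13 at 10 nM; some results filed as inactive read as strong as hits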
#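 Assay system: engineered CHO-K1 APJ arrestin reporter cells; Amount: 1000 CHO-K1 reporter cells seeded per well; Dosing: one dose, 20 µM compound, 1% DMSO; Times: compound stimulation 90 min at 25 °C, detection 60 min; Measured by: luminescent beta-gal fragment complementation, chemiluminescent substrate; Read-out: APJ–arrestin association signal; Controls: DMSO vs Apelin-13 10 nM.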
# CXCR6 block – CXCR6 receptor inhibitors, primary screen, cell-based, beta-arrestin, luminescence, CHO-K1 PathHunter, 1536-well; C-X-C chemokine receptor type 6 (Homo sapiens), O00574; inhibition, % at 20 µM; hit rate 0.36% among 360,000; in the data active = inhibition above about 34%, passing the limit was not always enough;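 note: antagonist mode with CXCL16 agonist at 10 nM final; 0% = 10 nM CXCL16 with DMSO and 100% = unstimulated wells without agonist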
# EBI2 antag – EBI2 receptor antagonists, beta-arrestin recruitment, primary screen, cell-based, luminescence, 7a,25-OHC stimulation, uHTS | 7a,25-OHC stimulated | inhibition, % at 5 µM | hit rate 0.81% among 360,000 | AID 651636, 2012; in the data active = inhibition above about 38%;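 note: enzyme fragment complementation signal reports receptor beta-arrestin coupling in cells; 0% = agonist plus DMSO wells and 100% = wells without agonist; some results beyond the cut were filed as inactive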
# CHOP UPR activ – activators of apoptotic CHOP UPR arm, primary screen, cell-based, CHO-CHOP luciferase reporter, luminescence, uHTS; UPR activation; percent of tunicamycin response over DMSO baseline; activation, % at 10 µM; hit rate 0.34% among 330,000;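 active = at 10 µM dose, activation of 40% or more, normalized to positive control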;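 note: 100% = tunicamycin at 10 µg/mL and 0% = DMSO alone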
#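 Dosing – one dose, 10 µM in 0.5% DMSO · System – CHO-CHOP cells, stable luciferase reporter of PERK-eIF2a-CHOP signalling · Input – 500 cells/well · Control set – tunicamycin 10 µg/mL final as positive, DMSO-only wells as negative · Timing – 6 h compound treatment, 37 °C · Measure – % activation vs tunicamycin · Technique – luminescence read with Steady-Glo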
# UPR XBP1 act – activators of adaptive XBP1 UPR arm, primary screen, cell-based, CHO-XBP1 luciferase reporter, luminescence, uHTS; hit rate 0.33% among 330,000; activation, % at 20 µM; AID 463104, 2010; IRE1-XBP1 UPR activation; percent of tunicamycin response, DMSO as zero;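 active = versus positive control, 20 µM dose yields 30% or more activation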;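 note: 100% = tunicamycin at 10 µg/mL and 0% = DMSO only wells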
#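 Assay system: CHO-XBP1 luciferase reporter cells; Schedule: 6 h treatment, 37 °C; Detection: glow luminescence from Steady-Glo reagent; Benchmarks: high control tunicamycin 10 µg/mL final, low control DMSO vehicle only.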
# Mdm2 MdmX PPI – inhibitors of human Mdm2-MdmX association, primary screen, cell-based, luminescence, split luciferase, SaOS-2, uHTS; Protein Mdm4 (Homo sapiens) + E3 ubiquitin-protein ligase Mdm2 (Homo sapiens), …; SaOS-2 split-luciferase Mdm2/MdmX complementation; inhibition, % at 8 µM; hit rate 3% among 330,000;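 active = inhibition of at least 50% at 8 µM in the primary screen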
# An asterisk follows results filed as active; . = no result given. Some of the compounds tested. The share of hits here may be higher or lower than overall.
SMILES,tim23-1 inh,CCR6 antag,APJ antagonist,APJ agonist,CXCR6 block,EBI2 antag,CHOP UPR activ,UPR XBP1 act,Mdm2 MdmX PPI
COc1ccc(CC(CN)c2ccccc2)cc1 (configuration not stated),13,17,-16,-3,8,6,1.1,-3,-8
Cc1ccc(NC(=S)NC(=O)C2CCCC2)c(Br)c1,45,18,2,-4,-7,2,3.8,7,-153
Cc1ccc(C(=O)COC(=O)CCN2C(=O)C3C4CCC(C4)C3C2=O)cc1C (configuration not stated),22,18,7,4,-10,-4,2.4,-4,-13
O=C(CNC(=O)c1ccccc1)NCC(=O)OCC(=O)c1ccc([N+](=O)[O-])cc1,19,-10,-5,0,-10,-2,-1.7,0,2
COCCCNC(=S)N1CCN(Cc2ccc3c(c2)OCO3)CC1,0,-6,-2,-2,-10,-5,0.7,-2,1
CCOc1ccc2nc(NC(=O)CSc3cn[nH]n3)sc2c1,4,8,14,1,2,-14,3.5,-10,-56
CCC1=NN2C(=N)/C(=C\c3ccc(OCCOc4ccccc4)c(OC)c3)C(=O)N=C2S1,9,.,17,-3,.,.,3.4,0,-6
N#CCCN(Cc1cccnc1)C(=S)NCc1ccco1,-3,-1,11,-1,-3,-5,0.2,-1,6
C=C(C)Cn1c(SCC(=O)O)nnc1-c1ccc(C(C)(C)C)cc1,6,5,9,-2,5,-13,0.4,-5,12
C=CCNC(=O)c1onc(CSc2ccc(C)c(C)c2)c1C(=O)O,-3,7,6,0,-7,-8,-0.5,-2,6
CC(=O)c1cc(-c2ccccc2)n(CC(=O)Nc2cc(C)cc(C)c2)c1C,-4,-1,10,1,5,-45,0.1,-2,20
N#C/C(=C(/O)COc1ccccc1)c1nnc2n1CCCCC2,13,8,4,-4,-1,-1,0.5,4,-12
O=C(O)CN(Cc1ccco1)S(=O)(=O)c1ccccc1,7,8,5,-2,-4,-1,-1.4,7,9
Cc1cc(C(=O)NNC(=O)C2CCCC2)c(C)o1,3,5,10,-3,-2,-5,-0.9,-2,-13
O=S(=O)(Nc1ccc(Cl)cn1)c1ccc2c(c1)OCCO2,28,-7,-4,12,3,1,-0.2,-4,-16
O=C(Nc1cccc2cccnc12)c1cccnc1,20,7,-19,-2,-1,-5,-0.3,-3,-16
COc1cc2c(cc1OC)C(Nn1cnnc1)=NC1(CCCC1)C2,9,4,2,1,4,4,1.0,-1,27
Cc1ccc(NC(=O)CSc2nc3[nH]c(=O)cc(O)c3s2)c(Br)c1,14,0,-17,-2,5,-10,2.1,-1,7
O=C(Nc1ccccc1F)C1CCCN(S(=O)(=O)c2cccc3cccnc23)C1 (configuration not stated),28,-1,5,0,0,-12,-1.8,-1,-4
N#C/C(=C1\CCCN1)c1nc2ccccc2c(=O)[nH]1,-9,5,0,-4,0,4,-0.5,3,27
CC1CN(Cc2ccc(C#N)cc2Cl)CC(C)O1 (configuration not stated),5,21,25,-2,6,-8,0.0,0,26
CN1CCN(S(=O)(=O)c2ccc(Br)c3ccccc23)CC1,14,10,14,-2,0,-4,1.5,-5,9
CN(C)c1ccc(-c2nnn(CC(=O)Nc3ccccc3N3CCOCC3)n2)cc1,13,1,13,3,-6,11,2.9,-2,13
C=CCn1c(=NC(=O)c2cccc(N3C(=O)CCC3=O)c2)sc2cccc(OC)c21,29,16,-13,4,0,-43,3.1,15,4
O=C(CN1CCN(Cc2ccccc2)CC1)c1ccccc1,4,-7,-4,-5,5,-1,-2.0,11,10
COc1ccccc1N1CCN(C(=O)CSc2nc(C)c(Cc3ccccc3)c(=O)[nH]2)CC1,10,-4,12,2,-2,2,-0.2,-3,21
Cc1ccccc1C(=O)N1CCN(c2ccc(NC(=O)c3cccs3)cc2)CC1,21,7,-5,9,-6,0,2.1,-7,54*
CCCNC(=O)Cc1cc(=O)[nH]c(=O)[nH]1,-7,6,6,1,-3,-2,-0.4,1,-12
CN1CCN(S(=O)(=O)c2ccc([N+](=O)[O-])cc2)CC1,8,-3,-15,5,-3,1,1.0,-2,10
CC1CCCC(C)N1C(=O)c1cc(-c2ccc(Cl)c(Cl)c2)on1 (configuration not stated),40,27,-28,-3,-9,14,2.9,5,-137

# Some of these compounds in order of the APJ antagonist value, high to low:
Compound	CCR6 antag	APJ antagonist	CXCR6 block	EBI2 antag	UPR XBP1 act	Mdm2 MdmX PPI
CN1CCN(S(=O)(=O)c2ccc(Br)c3ccccc23)CC1	10	14	0	-4	-5	9
CN(C)c1ccc(-c2nnn(CC(=O)Nc3ccccc3N3CCOCC3)n2)cc1	1	13	-6	11	-2	13
O=C(CN1CCN(Cc2ccccc2)CC1)c1ccccc1	-7	-4	5	-1	11	10
Cc1ccccc1C(=O)N1CCN(c2ccc(NC(=O)c3cccs3)cc2)CC1	7	-5	-6	0	-7	54*
CN1CCN(S(=O)(=O)c2ccc([N+](=O)[O-])cc2)CC1	-3	-15	-3	1	-2	10
CC1CCCC(C)N1C(=O)c1cc(-c2ccc(Cl)c(Cl)c2)on1 (configuration not stated)	27	-28	-9	14	5	-137

# (list continues)
SMILES,tim23-1 inh,CCR6 antag,APJ antagonist,APJ agonist,CXCR6 block,EBI2 antag,CHOP UPR activ,UPR XBP1 act,Mdm2 MdmX PPI
Cc1nc(SCC(=O)N2CCN(C(=O)c3ccco3)CC2)c2c(C)c(C)sc2n1,33,8,1,3,-4,6,1.3,2,-13
COC(=O)c1c(NC(=O)c2nc3ccccc3s2)sc2c1CC(C)(C)NC2(C)C,40,27,4,4,-6,-3,26,41*,98*
N#Cc1ccsc1NC(=O)CSc1nnc(-c2ccccc2)o1,-4,0,4,-5,-3,-9,-0.2,-1,0
CCCn1c(SC(C)C(=O)O)nc2ccccc21 (configuration not stated),-1,-2,4,-3,-2,-7,-1.2,0,19
O=C(NCCc1c[nH]c2ccccc12)c1ccccc1,4,-3,-18,-2,-2,15,6.7,-1,-28
CCCc1cc(=O)oc2cc(C)cc(OC(C)C(=O)NCCN3CCOCC3)c12 (configuration not stated),-3,17,14,3,-5,5,-1.5,-5,9
O=C(CCCO)N/N=C/c1cc(Br)ccc1O,0,4,-6,6,4,3,-0.9,-1,-10
O=c1oc2ccccc2c(Nc2ccc3ncccc3c2)c1[N+](=O)[O-],-5,30,16,-2,-5,-5,-1.1,1,-4
CCc1nccn1S(=O)(=O)c1ccc(OC)c(OC)c1,-6,7,8,0,3,-11,-0.7,-2,3
CCOc1cc2c3c(c1)C1(OCCO1)C(=O)N3C(C)(C)CC2C (configuration not stated),24,11,-16,-1,-4,1,-3.3,-3,-7
CC(=O)NNC(=O)c1[nH]c2ccc(Cl)cc2c1-c1ccccc1,16,-7,9,2,-5,13,-0.3,1,-17
COc1cc(C(Nc2ccc3c(c2)OCO3)C(=O)NC2CCCCC2)cc(OC)c1OC (configuration not stated),15,0,7,-3,6,-4,0.5,-2,-12
Cc1ccc(/C=N/NC(=S)NC2CCS(=O)(=O)C2)cc1 (configuration not stated),5,1,17,4,-8,44*,-0.8,-1,-11
CCOC(=O)C1CCN(C(=O)C2CCCN2S(=O)(=O)c2ccc(Cl)cc2)CC1 (configuration not stated),26,-6,1,3,8,3,0.2,-5,5
O=C(O)c1ccc2cccc(Cl)c2c1O,1,-20,-22,9,-4,1,-1.1,-3,8
Cc1cc(=O)oc2c(C)c(OC(C)C(=O)NC(Cc3c[nH]c4ccc(O)cc34)C(=O)O)ccc12 (configuration not stated),0,8,1,-3,-6,6,-1.5,-2,1
CCN(CC)S(=O)(=O)c1ccc(S(=O)(=O)Nc2ccc(C(=O)N3CCCC3)cc2)cc1,11,10,-9,-4,8,-5,-1.9,-2,11
CCCCOCCCNCc1cccn1CCN1CCOCC1,-20,1,20,0,-7,11,-0.1,-5,18
CC(=O)Nc1cccc(O)c1,-9,7,-6,0,4,0,2.8,-3,-3
Cc1cc(NC(=O)c2ccc(N(C)S(=O)(=O)c3ccccc3)cc2)no1,6,7,8,-1,-2,4,0.6,1,-7

# Sorted by length of the SMILES (smallest number first): 3 of the compounds above.
SMILES,tim23-1 inh,CCR6 antag,APJ antagonist,APJ agonist,CXCR6 block,EBI2 antag,CHOP UPR activ,UPR XBP1 act,Mdm2 MdmX PPI
CC(=O)NNC(=O)c1[nH]c2ccc(Cl)cc2c1-c1ccccc1,16,-7,9,2,-5,13,-0.3,1,-17
Cc1cc(NC(=O)c2ccc(N(C)S(=O)(=O)c3ccccc3)cc2)no1,6,7,8,-1,-2,4,0.6,1,-7
Cc1cc(=O)oc2c(C)c(OC(C)C(=O)NC(Cc3c[nH]c4ccc(O)cc34)C(=O)O)ccc12 (configuration not stated),0,8,1,-3,-6,6,-1.5,-2,1

# Next section
SMILES,tim23-1 inh,CCR6 antag,APJ antagonist,APJ agonist,CXCR6 block,EBI2 antag,CHOP UPR activ,UPR XBP1 act,Mdm2 MdmX PPI
Cc1ccccc1NC(=S)NNC(=O)c1cccc(Br)c1,15,14,18,-5,2,-6,1.5,3,-14
CCC(Sc1nnc(-c2ccc(C)c(Cl)c2)n1CC)C(=O)Nc1nccs1 (configuration not stated),23,25,10,-2,2,1,-1.2,-2,-37
CC(C)(C)c1cc(NC(=O)CCl)n(-c2ccccc2)n1,-131,1,-1,-5,-7,-5,17,-3,79*
COC(=O)c1ncn(C2OC(COC(C)=O)C(OC(C)=O)C2OC(C)=O)n1 (configuration not stated),3,9,-1,-3,-12,-11,0.5,0,7
Nc1cc2ccccc2oc1=O,10,3,-6,-2,-2,-12,-2.2,-3,9
O=C(Cn1ncc2c(=O)oc3ccccc3c21)N1CCc2ccccc2C1,-1,3,8,-6,2,2,-0.8,-4,10
CCOc1ccc(S(=O)(=O)N2CCCCCC2)cc1,14,15,1,2,0,3,0.9,0,4
CCn1c(SCC(=O)N/N=C(\C)c2ccco2)nnc1-c1ccccc1,-1,-1,16,-1,-4,-6,0.9,0,1
